# D2 ag: agonists of human D2 dopamine receptor | P14416 | HEK293 T-REx D2 cells, calcium flux agonist mode | activation, % at 2 µM | 340,000 tested, 0.53% active;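 active = activation over 3 SD above normal in the single-dose calcium agonist read, cut at about 30% in these data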; note: 0% is about no effect
#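 HEK293 Trex D2 cells, tetracycline-induced, o/n 30 C 5% CO2; no-wash Ca dye, RT 30–90 min; 10-cycle baseline, 23 nl cpd added, kinetic Ca read 180 s; agonist hits = positive Ca response.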
# Pin1 inhibitor: inhibitors of human Pin1 | Potency, µM (highest dose often 115 µM), for the others: at the highest dose activity, negative = inhibition, usual class: inhibitors | AID 504891 | Pin1 FP peptide displacement, HiFluor488, 10 min | 390,000 tested, 0.009% active | Q13526; active = well fitted inhibition curve with a large enough effect in the polarisation, with a control signal flat, not every such curve was filed as active; inconclusive = small, poorly fitted or top-dose-only effect, or effect the other way, or a change in a side signal; inactive = no such curve, though single readings can be large or run the other way; the % refers to the polarisation; note: potency is the fitted concentration of half-maximal effect; % is set by controls: 0 for no effect and ±100 for the full control effect
# Target sequence (Q13526 whole entry, looked up): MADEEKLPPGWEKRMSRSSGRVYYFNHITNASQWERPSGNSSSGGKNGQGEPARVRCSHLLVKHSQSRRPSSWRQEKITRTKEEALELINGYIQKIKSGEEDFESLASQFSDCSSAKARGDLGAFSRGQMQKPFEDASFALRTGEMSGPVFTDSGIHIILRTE
# TRHR PAM: TRH receptor (human) allosteric enhancement; TRHR cells, fluo-8 calcium fluorescence, EC20 TRH enhancement; enhancement, % at 2 µM; 360,000 tested, 0.66% active; AID 493056; in the data active = enhancement above about 30%; note: 0% is about no effect
#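 Enhancer read-out: after compound pinning and an initial kinetic agonist-mode read, an EC20 of TRH (10 nM final) was injected and fluo-8 calcium signal (Ex 480/Em 530) followed at 1 s/cycle for 100 cycles in TRHR-expressing cells.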
# TrxR1 substrate: rat thioredoxin reductase 1 substrate activity | O89049 | Potency, µM (top dose mostly 114 µM), inactives show top-dose activity change, negative = substrate turnover | 390,000 tested, 0.01% active | purified TrxR1 substrate turnover, NADPH consumption readout | AID 588456; note: potency is the fitted concentration of half-maximal effect; % is set by controls: 0 for no effect and ±100 for the full control effect; nearly all actives have a fitted effect of over 50% in size
#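 Rat TrxR1, dispensed at 90 nM, was prereduced with 400 uM NADPH (final) for 5 min at ~22 deg C, then incubated with compound 15 min before 400 uM selenite. A first-read NADPH fluorescence drop versus no-compound background flagged substrates.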
# IDH1 R132H inh: blocks human mutant IDH1 R132H enzyme. IDH1-R132H enzyme, NADPH consumption, diaphorase/resazurin fluorescence. 390,000 tested, 0.093% active. Potency, µM (top dose mostly 76.6 µM), for inactives: top-dose activity change, negative = inhibition, actives largely listed as inhibitors. O75874; note: potency is the fitted concentration of half-maximal effect; % is set by controls: 0 for no effect and ±100 for the full control effect; nearly all actives have a fitted effect of over 65% in size
#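 IDH1-R132H (0.5 ug/mL) preincubated 30 min with compound, then NADPH (0.016 mM) and alpha-KG (2 mM) added; 80 min at RT, pH 7.5. Remaining NADPH coupled via diaphorase/resazurin to fluorescence (540/590 nm); concentration-response curves normalized to no-enzyme control.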
# D2 antagonist: antagonizes the human D2 dopamine receptor. inhibition, % at 10 µM. P14416. 340,000 tested, 2% active. HEK293 TREx D2 cells, calcium flux, dopamine EC80; in the data active = inhibition above about 30%; note: 0% is about no effect
#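 Tetracycline-induced HEK293 T-REx cells expressing D2 force-coupled to calcium signalling were dye-loaded, exposed to compound for 180 s, then challenged with an EC80 of dopamine; calcium flux was followed kinetically for a further 180 s.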
# TRHR agonist: agonists of human TRH receptor. P34981. 360,000 tested, 0.18% active. activation, % at 2 µM. TRHR cells, calcium flux fluo-8, FDSS agonist mode; in the data active = activation above about 30%; note: 0% is about no effect
#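 Agonist-mode FDSS calcium read (Ex 480/Em 530, 1 s cycles) in 1536-well TRHR cells with fluo-8 dye, after 10-cycle baseline and 23 nL compound addition; TRH at EC20 (10 nM final) added afterwards for the enhancer phase.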
# rTrxR1 inhibitor: blocks rat thioredoxin reductase 1; recombinant rTrxR1, NADPH fluorescence consumption, selenite substrate; Potency, µM (titrated, usually from 114 µM), for inactives: at the top dose activity change, negative = inhibition, usual class: inhibitors; 390,000 tested, 1% active; AID 588453; note: potency is the fitted concentration of half-maximal effect; % is set by controls: 0 for no effect and ±100 for the full control effect; nearly all actives have a fitted effect of over 65% in size
#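 Rat TrxR1 (90 nM in the dispensed reagent) was pre-reduced with 400 uM NADPH for 5 min at room temperature, then incubated with compound for 15 min. After 400 uM selenite was added, NADPH fluorescence (Ex 340/Em 450 nm) was followed for 8 min.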
# USP1-UAF1 inh: blocks the human USP1/UAF1 deubiquitinase complex. O94782. recombinant USP1/UAF1, Ub-Rhodamine cleavage fluorescence. Potency, µM (doses to about 57.1 µM), inactives show at the highest dose activity change, negative = inhibition, actives largely listed as inhibitors. 390,000 tested, 0.23% active; note: potency is the fitted concentration of half-maximal effect; % is set by controls: 0 for no effect and ±100 for the full control effect; nearly all actives have a fitted effect of over 60% in size; inactives centre near -12
# Target sequence (O94782 whole entry, looked up): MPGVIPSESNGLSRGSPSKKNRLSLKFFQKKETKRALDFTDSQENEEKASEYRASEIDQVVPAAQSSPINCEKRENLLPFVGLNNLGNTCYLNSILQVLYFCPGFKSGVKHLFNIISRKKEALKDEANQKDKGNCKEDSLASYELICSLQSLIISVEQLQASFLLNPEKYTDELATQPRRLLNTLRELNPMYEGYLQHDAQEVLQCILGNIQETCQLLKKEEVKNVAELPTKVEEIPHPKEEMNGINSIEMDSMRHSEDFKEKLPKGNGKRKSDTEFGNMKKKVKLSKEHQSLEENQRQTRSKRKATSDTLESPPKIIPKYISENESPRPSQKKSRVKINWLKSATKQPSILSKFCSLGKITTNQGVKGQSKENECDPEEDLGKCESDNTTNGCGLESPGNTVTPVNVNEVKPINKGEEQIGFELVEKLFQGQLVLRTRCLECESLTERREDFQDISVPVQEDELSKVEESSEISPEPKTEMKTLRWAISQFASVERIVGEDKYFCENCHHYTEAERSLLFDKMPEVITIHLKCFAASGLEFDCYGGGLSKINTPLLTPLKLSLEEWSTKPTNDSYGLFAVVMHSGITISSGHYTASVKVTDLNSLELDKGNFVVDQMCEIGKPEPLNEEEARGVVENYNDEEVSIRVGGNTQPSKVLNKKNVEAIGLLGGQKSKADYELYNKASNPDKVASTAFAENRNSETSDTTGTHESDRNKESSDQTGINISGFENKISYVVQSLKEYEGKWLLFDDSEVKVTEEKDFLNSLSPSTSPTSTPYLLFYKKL
#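 In this screen, compounds sit with the deubiquitinase complex (1nM) for 15 min at room temperature before Ub-Rho is added at 150nM final. Fluorescence rise is then followed for 6 reads every 60 seconds.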
# The depositor's hits bear a star; ? = inconclusive; / = no result given; [ ] = another dose, or the depositor's remark. Unless noted, calls come from the whole dose curve; as a rule, active = well fitted inhibition curve with a large enough effect; inconclusive = small, poorly fitted or top-dose-only effect; inactive = no such curve, though single readings can be large or run the other way. The list is partial. The share of hits here may be higher or lower than overall.
SMILES,D2 ag,Pin1 inhibitor,TRHR PAM,TrxR1 substrate,IDH1 R132H inh,D2 antagonist,TRHR agonist,rTrxR1 inhibitor,USP1-UAF1 inh
CC1CCN(CC(=O)N2c3ccccc3CC2C)CC1 (configuration not stated),8.6,0%,0,7%[57.1 µM],7%,-10,-2.0,13%[57.1 µM],-15%
CCOC(=O)NC1=NCC(C)S1 (configuration not stated),0.4,0%,4,3%,-3%,17,1.2,23%,-6%
COc1ccc(-c2nn(-c3ccccc3)cc2/C=N/Nc2ccccn2)cc1,0.5,/,-5,/,/,-11,0.0,/,/
O=[N+]([O-])c1ccccc1S(=O)(=O)Nc1ccc(S(=O)(=O)Nc2nccs2)cc1,0.2,-7%,-5,4%,14%,6,-0.1,13%,-14%
C#CCNC(=O)C1=C[C@@H](c2ccc3c(c2)OCO3)C[C@@H](OCCCCO)O1,/,?,/,8%,-3%,/,/,-26%,-27%
CCOC(=O)N1CCN(C(=O)CN2C(=O)NC(c3ccccc3)(c3ccccc3)C2=O)CC1,-1.1,0%,0,3%,-11%,-24,0.3,10%,-23%
CC1(C)Cc2c(c(-c3ccccc3)nc(N3CCOCC3)c2C(N)=O)CO1,0.4,2%,6,-3%,0%,-4,0.2,-6%,-8%
Cc1nonc1NC(=O)c1ccccc1Br,/,-5%,11,-4%,5%,/,-0.4,14%,-10%
CS(=O)(=O)C1=NSC2=NC(=O)/C(=C\c3ccc(OC(=O)c4ccco4)cc3)C(=N)N21,-0.2,/,-5,/,/,-2,-0.1,/,/
CCOC(=O)c1cc(-c2ccc(OC)cc2)n(CCC(=O)NC2CCN(Cc3ccccc3)CC2)c1C,-0.6,-4%,25,-2%,-3%,8,0.9,21%,-14%
CC1CC(=O)N(CC(=O)Nc2cccc(F)c2)c2ccccc2S1(=O)=O (configuration not stated),0.7,3%,-1,9%,7%,5,0.9,23%,-16%
O=c1c2ccccc2nc2n1C(CSc1ccc(Br)cc1)CN2 (configuration not stated),/,-4%,/,-3%,11%,/,/,22%[57.1 µM],-10%
Cc1cc(C)c(NC(=O)c2c[nH]c(=S)n2-c2ccc(F)cc2)c(C)c1,2.0,1%,1,7%,4%,-8,-0.3,11%,-21%
CC(C)CCC(CCNCc1ccccn1)c1ccc2c(c1)OCO2 (configuration not stated),0.0,0%,-17,7%,3%,-5,0.6,7%,-12%
CC1CCCCC12NC(=O)N(CC(=O)NCc1ccco1)C2=O (configuration not stated),-0.1,2%,4,4%,-1%,8,0.1,37%[activator],-17%
O=C(CNC(=O)c1ccc(Br)o1)NC1CCCCC1,1.9,-11%,3,-6%,8%,2,0.6,-11%,-11%
Cc1cccc(-n2ncc3c2CCCC3NC(=O)CCN2Cc3ccccc3C2=O)c1C (configuration not stated),1.0,3%,6,1%,10%,-23,-0.2,3%,-14%
C=CCOc1cccc(C2/C(=C(/O)c3ccc4c(c3)CC(C)O4)C(=O)C(=O)N2CCN2CCOCC2)c1 (configuration not stated),-0.8,5%,-3,-9%,-8%,1,-0.1,-12%,-7%
COc1ccc(CCC(=O)NC2CC(=O)N(c3ccc(C)c(C)c3)C2)cc1 (configuration not stated),/,-1%,2,-1%[57.1 µM],-12%,/,0.2,15%[57.1 µM],-8%
Cc1cc(C)n(-c2ccc(C(=O)Nc3ccccn3)cc2)n1,0.2,5%,0,6%,19%,-2,0.8,25%,-15%
COc1ccc(OCC(=O)Nc2c3c(nn2-c2ccc(OC)cc2)CS(=O)(=O)C3)cc1,0.5,-8%,-3,-10%,13%,1,-0.3,-9%,-1%
COc1ccc(/C=C/C(=O)NC(=S)N2CCCCC2)cc1OC,0.6,-4%,-1,-4%,7%,-7,-0.1,-1%,-18%
CCOC(=O)N1CCN(C(=O)Cn2ncc3ccccc32)CC1,0.1,2%,-4,0%,-7%,-18,0.5,4%,-6%
N=c1c2c(-c3ccccc3)c(-c3ccccc3)oc2ncn1CCCN1CCOCC1,1.7,-1%,3,12%,0%,18,-0.2,6%,-14%
Cc1ccc(/C=N/n2c(C)nnc2C)cc1,-0.1,-1%,3,-6%,3%,-3,-0.8,0%,-3%
Cc1ccc2c(CC(=O)Nc3cccc(S(=O)(=O)N4CCOCC4)c3)coc2c1,1.0,4%,-11,-2%[57.1 µM],1%,-5,-0.1,4%[57.1 µM],-15%
Cc1cc2oc(=O)cc(C)c2cc1NC(=O)CCC(=O)O,0.5,-8%,13,61%[activator],0%,-9,0.7,23%,-5%
O=C(O)c1ccc(NN=Cc2cc(=O)[nH]c(=O)[nH]2)cc1,/,-15%,/,-20%,-2%,/,/,-24%,-22%
N/C(Cc1ccc([N+](=O)[O-])cc1)=N\OC(=O)c1ccccc1Br,0.5,-5%,-3,5%,7%,3,1.1,11%,-11%
Cc1c(Cl)cccc1NC(=S)NCC(c1cccnc1)N(C)C (configuration not stated),0.6,58%[activator],0,-3%,8%,-11,0.3,-5%,-9%
NC(=S)Nc1ncc(CCN2CCOCC2)c(-c2ccc(F)cc2)n1,0.7,2%,-4,5%[57.1 µM],14%,-10,0.6,26%[57.1 µM],-17%
C[C@@H]1CN([C@H](C)CO)C(=O)c2cc(NC(=O)c3ccncc3)ccc2O[C@@H]1CN(C)C(=O)Nc1ccccc1,/,5%,/,1%,2%,/,/,71µM*,?
O=S(=O)(NCc1cccs1)c1ccccc1Cl,0.0,-5%,2,-10%,9%,13,0.0,-6%,-5%
COc1ccc(-n2c(=O)c3ccccc3n(Cc3cccc(C)c3)c2=O)cc1OC,-0.9,23%,-1,-5%,-5%,-2,-0.3,3%,-8%
CCOc1ccccc1Nc1nc2ccccc2[nH]1,-1.0,10%,-3,5%[57.1 µM],7%,13,0.9,-3%[57.1 µM],0%
CCOC(=O)c1cnn(CCOC(=O)c2cccc(F)c2)c1NC(=O)c1cccc(F)c1,-1.6,0%,14,-1%[57.1 µM],5%,-4,-0.9,-6%[57.1 µM],-11%

# With a hit mark in rTrxR1 inhibitor (from the list above):
Compound	Pin1 inhibitor	TRHR PAM	TrxR1 substrate	D2 antagonist	TRHR agonist	rTrxR1 inhibitor	USP1-UAF1 inh
C[C@@H]1CN([C@H](C)CO)C(=O)c2cc(NC(=O)c3ccncc3)ccc2O[C@@H]1CN(C)C(=O)Nc1ccccc1	5%	/	1%	/	/	71µM*	?

# By substructure, the entries above containing a nitro group on carbon.
SMILES,D2 ag,Pin1 inhibitor,TRHR PAM,TrxR1 substrate,IDH1 R132H inh,D2 antagonist,TRHR agonist,rTrxR1 inhibitor,USP1-UAF1 inh
O=[N+]([O-])c1ccccc1S(=O)(=O)Nc1ccc(S(=O)(=O)Nc2nccs2)cc1,0.2,-7%,-5,4%,14%,6,-0.1,13%,-14%
N/C(Cc1ccc([N+](=O)[O-])cc1)=N\OC(=O)c1ccccc1Br,0.5,-5%,-3,5%,7%,3,1.1,11%,-11%

# (listing goes on)
SMILES,D2 ag,Pin1 inhibitor,TRHR PAM,TrxR1 substrate,IDH1 R132H inh,D2 antagonist,TRHR agonist,rTrxR1 inhibitor,USP1-UAF1 inh
Cc1ccccc1C(=O)c1ccc2c(c1)n(C)c(=O)n2C,-0.4,13%,5,-11%,3%,-7,-2.0,-5%,-1%
Cc1cc(Cl)ccc1OCc1n[nH]c(=S)n1C1CCCCC1,0.5,?,4,-10%,-6%,-6,0.1,-20%,-26%
COC(=O)C1OC(OC2CC[C@]3(C)C(CC[C@@]4(C)[C@@H]3CC=C3[C@@H]5CC(C)(C)CC[C@]5(C(=O)OC5OC(CO)C(O)C(O)C5O)CC[C@]34C)C2(C)C)C(O)C(O)C1O[C@H]1OCC(O)C(O)C1O (some centres not stated),/,-7%,/,11%,14%,/,/,17%,-27%
CCSCC1COC(c2cccn2Cc2ccc(C)cc2)=N1 (configuration not stated),0.7,3%,-11,-3%,12%,11,0.3,-8%,-19%
Cc1cc(OCCCC(=O)NNC(=O)c2ccncc2)ccc1Cl,-0.6,7%,-4,8%,0%,4,0.5,35%,-19%
Cc1cccc(N2C(=O)/C(=C\c3ccc(OC(F)F)cc3)c3ccccc3C2=O)c1,1.2,1%,-3,-12%,-3%,5,0.7,?,?
CC(C)(C)OC(=O)N1CCC(c2c(C(=O)NCc3ccccn3)cnn2-c2ccccc2)CC1,0.4,-8%,-16,-3%,-21%,/,-0.7,17%,?
CCOC(=O)C(C(=O)OCC)C(C)C#CCN1CCCCC1 (configuration not stated),/,-14%,0,-1%,8%,/,0.3,-20%,-9%
CCOc1ccc(/C=N/NC(=S)NC2CC3CC2C2C=CCC32)cc1 (configuration not stated),1.8,2%,13,1%[57.1 µM],8%,-38,3.6,20%[57.1 µM],?
CCCCc1nn2c(=O)cc(COC(=O)c3ccc(NC(=O)c4ccccc4C)cc3)nc2s1,8.5,-1%,-1,3%[57.1 µM],0%,/,0.8,15%[57.1 µM],-21%
CN(C)CCCNC(=O)c1ccc2[nH]c3ccccc3c2c1,0.8,-12%,7,69%[activator],-9%,10,-0.7,-13%,-10%
CCOc1ncccc1C(=O)N=c1sccn1C,1.7,0%,-7,-6%,2%,0,0.7,-8%,1%
O=C(CCC(=O)N/N=C/c1cc(Cl)cc(Cl)c1O)NCc1ccccc1,-1.0,2%,-4,20%[57.1 µM],7%,10,0.7,32%[57.1 µM],-5%
COc1ccc(C(=O)ON=C2c3ccccc3-c3ccccc32)cc1OC,-1.8,5%,2,-3%,0%,-2,-0.8,-4%,-12%
CC(C)c1ccc(NC(=O)Cn2c(=O)oc3cc(S(=O)(=O)N4CCCC4)ccc32)cc1,0.5,-1%,-3,-5%,5%,/,-0.3,-13%,-34%
COc1ccc(N2CC(NC(=O)c3cccs3)CC2=O)cc1OC (configuration not stated),0.3,-9%,0,6%[57.1 µM],-9%,/,0.0,15%[57.1 µM],-10%

# Compound activity deposited in PubChem by National Center for Advancing Translational Sciences (NCATS).
